Screens (PubChem BioAssay)
GoLoco inh red: blocks human Gai1 binding to RGS12 GoLoco peptide, red readout. P63096. 230,000 compounds, 0.44% hits. Potency, µM (series often up to 61.6 µM), without a hit: at the top dose activity, negative = inhibition, usual class: inhibitors. Gai1:RGS12 GoLoco peptide FP, rhodamine, 10 min; active = well fitted inhibition curve with a large enough effect, not every such curve was filed as active; inactive = no such curve, though single readings can be large or run the other way; note: % is set by controls: 0 for no effect and ±100 for the full control effect; nearly all actives have a fitted effect of over 30% in size; many of its hits are not listed in these tables
KinaseGlo FLuc: counter-screen: inhibitors of Kinase-Glo firefly luciferase | Potency, µM (highest dose often 38.3 µM), without a hit: at the top dose activity change, negative = inhibition, actives largely listed as inhibitors | AID 1379 | Q27757 | Kinase-Glo luciferase, ATP luminescence, 8 min | 200,000 compounds, 0.28% hits; note: % is set by controls: 0 for no effect and ±100 for the full control effect; nearly all actives have a fitted effect of over 60% in size
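Recombinant Kinase-Glo luciferase, 10 uM ATP (linear range), luciferin; imidazole pH 7.2 / KCl / MgCl2 / Tween / BSA buffer; 8 min RT; luminescence.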
SMN2 splice up: enhancers of SMN2 splice variant expression; HEK293 SMN2-luciferase splicing reporter, luminescence, 30-36 h; Potency, µM (top dose mostly 46.1 µM), for the others: at the top dose activity change, positive = activation, actives largely listed as activators; 210,000 compounds, 2.8% hits; AID 1458; note: % of control where 0% means no effect; nearly all actives have a fitted effect of over 55% in size
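HEK293 cells carry an SMN2 […]–luciferase reporter in which exon 7 inclusion puts luciferase in frame. Cells were plated 10-12 h before compound addition, then incubated 30-36 h at 37C. ONE-Glo luminescence was read; sodium butyrate at 4.5 mM final served as control.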
RECQ1 inh: RECQ1 (human) helicase inhibition | P46063 | RECQ1 DNA unwinding, red fluorescence kinetic read | Potency, µM (series often up to 57.3 µM), without a hit: at the top dose activity, negative = inhibition, actives largely listed as inhibitors | 240,000 compounds, 0.54% hits;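 note: plate controls were vehicle for no effect and no enzyme for full effect; nearly all actives have a fitted effect of over 30% in size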
Target sequence (P46063 whole entry, looked up): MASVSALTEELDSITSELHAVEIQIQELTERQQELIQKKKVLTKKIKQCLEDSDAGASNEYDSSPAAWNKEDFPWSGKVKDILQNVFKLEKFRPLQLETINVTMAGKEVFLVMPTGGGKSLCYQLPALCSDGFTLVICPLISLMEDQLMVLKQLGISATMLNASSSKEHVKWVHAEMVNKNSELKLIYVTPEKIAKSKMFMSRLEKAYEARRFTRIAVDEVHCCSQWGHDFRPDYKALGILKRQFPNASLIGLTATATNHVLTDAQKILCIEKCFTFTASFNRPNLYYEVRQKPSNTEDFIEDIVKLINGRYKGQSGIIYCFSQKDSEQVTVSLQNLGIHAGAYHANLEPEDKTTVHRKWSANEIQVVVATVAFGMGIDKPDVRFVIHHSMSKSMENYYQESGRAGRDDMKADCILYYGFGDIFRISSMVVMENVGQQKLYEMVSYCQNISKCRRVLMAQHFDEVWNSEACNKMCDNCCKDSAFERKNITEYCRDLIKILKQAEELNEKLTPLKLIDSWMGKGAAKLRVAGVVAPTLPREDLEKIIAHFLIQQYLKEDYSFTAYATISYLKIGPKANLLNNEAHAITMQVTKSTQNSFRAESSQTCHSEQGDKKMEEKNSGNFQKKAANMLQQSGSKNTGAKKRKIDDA
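50 nM RECQ1T1 preincubated 15 min with compound in Tris pH 8.0 buffer with MgCl2, DTT, Tween-20 and 2.5 ug/ml poly(dI-dC); started with 200 nM TAMRA/BHQ-2 forked duplex and 2 mM ATP. Unwinding read as fluorescence (525/598 nm), two reads 2 h apart.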
IMPase Li cell: membrane-permeable IMPase blocker, potentiated with lithium; Potency, µM (doses to about 59.4 µM), inactives show at the highest dose activity, negative = IMPase inhibition, most hits filed as inhibitors; 210,000 compounds, 0.35% hits; CHO-M1 cells, IP1 TR-FRET (IP-One), carbachol + lithium;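 note: IP1 builds up when IMPase is blocked and the TR-FRET signal falls; plate controls were basal vehicle for no effect and high inhibitor control for full effect; nearly all actives have a fitted effect of over 50% in size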
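CHO cells stably expressing M1 receptor (2000/well) were cultured 16–30 h, then exposed to compounds with a small lithium addition for 30 min at 37C. IP1 was measured by TR-FRET competition; AC50 from Hill fits.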
Epigenetic derep: epigenetic control regulation, reporter derepression; Potency, µM (highest dose often 53.9 µM), for inactives: at the highest dose GFP activation, usual class: activators; murine LDR cells, GFP reporter derepression, 30 h; 280,000 compounds, 0.2% hits; note: % of control where 0% means no effect; nearly all actives have a fitted effect of over 60% in size
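Readout is the number of GFP-expressing murine LDR cells, counted by cytometry following washing. Cells were treated with compound for 30 h at 37 C; the stably integrated CMV-GFP locus is normally silent.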
NPSR antag: blocks cAMP signaling of the human neuropeptide S receptor. Potency, µM (doses to about 38.3 µM), for the others: at the top dose activity change, negative = inhibition, most hits filed as inhibitors. 220,000 compounds, 1% hits. AID 1461. Q6W5P4. CHO-NPSR cells, cAMP TR-FRET, antagonist mode; note: % is set by controls: 0 for no effect and ±100 for the full control effect; nearly all actives have a fitted effect of over 50% in size; many of its hits are not listed in these tables
KDM4E inh: JMJD2E (human) inhibition; JMJD2E catalytic domain, FDH-coupled NADH fluorescence (FDH is formaldehyde dehydrogenase); Potency, µM (highest dose often 57.1 µM), for inactives: at the top dose activity change, negative = inhibition, usual class: inhibitors; 230,000 compounds, 1.6% hits; active = well fitted inhibition curve with a large enough effect, not every such curve was filed as active; inconclusive = small, poorly fitted or top-dose-only effect, or another doubt; inactive = no such curve, though single readings can be large or run the other way;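 note: 0% = wells with enzyme and -100% = buffer wells without enzyme; nearly all actives have a fitted effect of over 50% in size; many of its hits are not listed in these tables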
Target sequence (B2RXH2 1-337 limits assumed): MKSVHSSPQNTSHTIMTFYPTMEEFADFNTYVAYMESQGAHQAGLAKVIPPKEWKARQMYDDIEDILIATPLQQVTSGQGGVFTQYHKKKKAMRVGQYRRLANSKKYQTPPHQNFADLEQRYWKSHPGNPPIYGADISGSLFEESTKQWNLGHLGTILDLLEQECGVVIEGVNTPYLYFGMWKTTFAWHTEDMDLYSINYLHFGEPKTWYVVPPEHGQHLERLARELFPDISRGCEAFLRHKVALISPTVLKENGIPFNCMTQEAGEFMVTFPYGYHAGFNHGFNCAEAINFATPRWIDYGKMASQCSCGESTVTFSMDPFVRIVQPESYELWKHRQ
Active calls of the source: *; i = inactive; ? = inconclusive; · = not tested or not shown; [ ] = another dose, or the depositor's remark. Unless noted, calls come from the whole dose curve; as a rule, active = well fitted curve in the direction sought with a large enough effect; inconclusive = small, poorly fitted or top-dose-only effect, or another doubt; inactive = no such curve, though single readings can be large; an effect the other way counts as inactive or inconclusive. Potency is the fitted concentration of half-maximal effect.

mol	GoLoco inh red	KinaseGlo FLuc	SMN2 splice up	RECQ1 inh	IMPase Li cell	Epigenetic derep	NPSR antag	KDM4E inh
CC(=O)N1CCN(c2ccc(NC(=O)c3ccc(N4CCCC4)c([N+](=O)[O-])c3)cc2Cl)CC1	6.2%	5.5%	-47.1%[inhibitor]	-3.0%	-3.0%	0.0%	-12.9%[46.1 µM]	11.1%
COc1cccc(NC(=O)c2ccc3c(c2)N(CC(=O)N2CCCCC2)C(=O)C(C)(C)O3)c1	5.7%	3.6%	-1.2%	3.4%	-7.5%[38.3 µM]	-0.3%	-5.2%[46.1 µM]	-1.1%
COc1ccc(CN2CCOCC2)cc1OC	5.8%	1.7%	-13.1%	i	-6.6%[38.3 µM]	-3.0%	-5.4%[46.1 µM]	6.3%
Cc1cc(OCC(=O)NCCN2CCOCC2)cc(C)c1Br	-10.3%	1.7%	-13.5%	i	3.0%[38.3 µM]	2.7%	9.8%[46.1 µM]	6.7%
O=C1CN(c2nc3ccccc3n3cnnc23)CC(=O)N1CCc1ccccc1	4.9%	3.4%	16.5%	-3.0%	-6.8%	0.0%	12.0%	-4.7%
Cc1ccc(C(=O)NCc2ccco2)cc1S(=O)(=O)Nc1cccc(Cl)c1	1.7%	-2.0%	-4.0%	-4.6%	19.1%[38.3 µM]	-0.7%	-13.6%[46.1 µM]	8.8%
CCOc1c(Cl)cc(/C=N/NC(N)=S)cc1OC	139.8%[activator]	-1.2%	23.6%	i	4.2%	0.0%	-1.4%	-2.8%
COc1ccc(NS(=O)(=O)c2ccc(Cl)c(N)c2)cc1Br	-5.7%	2.2%	-10.5%	-8.7%	0.5%	-0.2%	-51.1%	-5.2%
c1ccc(CN2CCC(Nc3nc(-c4cccnc4)nc4ccccc34)CC2)cc1	5.6%	-0.5%	-68.1%[inhibitor]	-2.1%	20.7%	-3.4%	-40.5%	-10.9%
CCOC(=O)N1CCN(S(=O)(=O)c2ccc(OC)c(Cl)c2)CC1	10.4%	8.8%	-34.3%[inhibitor]	-0.4%	12.4%[38.3 µM]	-1.8%	-7.0%[46.1 µM]	-1.9%
O=C(CSc1ccccn1)N/N=C/c1ccccc1[N+](=O)[O-]	0.1%	5.2%	9.6%	2.2%	4.1%	1.1%	-7.9%[46.1 µM]	1.2%
CCC(C)N(C(=O)COC(=O)c1cn(CC)c2nc(C)ccc2c1=O)C1CCS(=O)(=O)C1 (stereo unspecified)	-23.5%	0.5%	-7.1%	-9.5%	-8.9%[38.3 µM]	5.2%	-10.4%[46.1 µM]	1.8%
CCC/C=C(\CCC)C(NS(=O)(=O)c1ccccc1)c1ccc(C(F)(F)F)cc1 (stereo unspecified)	7.5%	-6.3%	-17.5%	-16.3%	-2.2%	1.5%	·	-8.5%
CCNc1ccc(C(=O)OCC)cc1NC(=O)c1cccc(S(=O)(=O)N2CCOCC2)c1	-1.5%	-6.5%	-5.4%	-2.3%	-3.6%[38.3 µM]	-1.1%	-13.0%[46.1 µM]	6.1%
O=C(NCCc1csc(-c2cccnc2)n1)c1ccc(Cl)cc1	1.6%	·	·	-8.3%	-1.1%	1.1%	18.5%	-5.9%
c1ccc(-n2nnnc2-n2cnc3ccccc32)cc1	-2.1%	-0.1%	-3.2%	1.9%	9.3%[38.3 µM]	-9.5%	2.8%[46.1 µM]	4.9%
Cc1cccc2cc(/C=C/C(=O)c3ccco3)c(Cl)nc12	5.9%	·	·	-10.5%	·	11.1%	-21.4%	?
COc1ccc(OC/C(O)=C(\C#N)c2nc3ccccc3[nH]2)cc1	-6.1%	0.4%	21.6%	-11.0%	-0.2%	?	-1.2%[46.1 µM]	3.0%
CSc1nsc(/C=C/Nc2ccc(C(=O)O)cc2)c1C#N	15.5%	-3.5%	3.2%	-5.7%	-11.3%	2.1%	-28.4%	22.4µM*
COc1ccc(C(C(N)=O)c2ncc(C(F)(F)F)cc2Cl)cc1OC (stereo unspecified)	11.2%	0.1%	-3.1%	i	2.7%	-2.1%	9.2%	6.5%
N/C(=N\NC(=O)c1ccccc1Cl)c1cc2ccccc2oc1=O	10.2%	-1.9%	-10.5%	28.2µM*	-7.2%	-0.1%	-9.5%	-4.3%
c1ccc(-c2nc(N3CCCCCC3)c3ccccc3n2)nc1	·	·	·	13.0%	·	-0.7%	-20.6%[46.1 µM]	2.4%
COC(=O)c1ccccc1NC1c2ccccc2C(=O)N1c1cccnc1 (stereo unspecified)	-2.9%	4.0%	-7.1%	i	37.4%[activator][38.3 µM]	0.0%	-18.5%[46.1 µM]	?
COc1cccc(OC)c1C(=O)NC(=O)Nc1c(F)cc(F)cc1F	0.2%	·	·	i	·	2.1%	6.3%	5.1%
CCOc1ncccc1C(=O)OCC(=O)Nc1cc(C(=O)OC)ccc1C(=O)OC	1.6%	-0.5%	-4.1%	-1.8%	-7.2%[38.3 µM]	-1.0%	1.3%[46.1 µM]	0.7%
COc1ccc([C@@H](Nc2ncccn2)c2cc3c(cc2O)OCO3)cc1	-6.3%[14.2 µM]	-8.9%[7.66 µM]	2.1%[9.22 µM]	·	3.6%	·	·	·
COc1cc(S(=O)(=O)NC2CCCCC2C)ccc1Cl (stereo unspecified)	-0.9%	-2.8%	-13.3%	-2.0%	-1.6%	0.0%	-0.2%[46.1 µM]	0.1%
O=C(Cn1cnc2ccccc2c1=O)NCCC(=O)Nc1ccc2c(c1)OCO2	10.1%	0.8%	-1.0%	-2.8%	4.1%	0.9%	10.6%	-1.0%
Cc1ccc(CNC(=O)C2CCN(S(=O)(=O)N3CCC4(CC3)OCCO4)CC2)cc1	-10.9%	16.4%	-14.2%	-7.9%	0.5%	0.0%	12.0%	6.8%
CCOC(=O)C1C(c2ccc(OC)c(OC)c2)c2c([nH][nH]c2=O)CC1(C)O (stereo unspecified)	-11.4%	·	·	-6.9%	·	0.1%	27.1%	2.0%
NNC(=O)CSc1cccc2cccnc12	-12.3%	1.6%	18.2%	1.3%	2.9%	-14.3%	8.9%	-5.8%
CCOC(=O)Cn1nnc(-c2cc(OC)c(OC)c(OC)c2)n1	11.0%	-1.0%	3.1%	0.2%	?	-1.1%	16.6%	2.2%
COc1ccc(Nc2nc(C)cc(=O)[nH]2)c(OC)c1	12.9%	-1.3%	-0.3%	6.9%	21.7%[38.3 µM]	0.1%	-6.7%[46.1 µM]	-1.7%
CN(Cc1nc2ccccc2n1C)S(=O)(=O)c1ccc(F)cc1	1.2%	1.9%	5.2%	6.8%	16.2%[38.3 µM]	0.0%	-0.1%[46.1 µM]	2.0%
COc1ccc(Cl)cc1N1C(=O)CC(Sc2ccccc2N)C1=O (stereo unspecified)	20.2%	·	·	-1.0%	·	0.0%	-24.1%	3.6%
COc1cc(/C=N/NS(=O)(=O)c2ccc(C)c([N+](=O)[O-])c2)ccc1O	-4.2%	4.6%	-4.0%	-8.6%	8.1%	0.0%	-9.7%	-4.1%
CCCOc1ccccc1/C=C(\C#N)C(=O)Nc1cccnc1	-7.3%	·	·	i	·	1.7%	-2.5%	?
CC(C)NC(=O)c1onc(CSc2cccc3ccccc23)c1C(=O)O	12.8%	-1.3%	-1.8%	-2.8%	-4.1%[38.3 µM]	-0.9%	-6.4%[46.1 µM]	-4.5%
CCC(/C=N/NC(=O)C(=O)N/N=C/C(CC)CC)CC	3.9%	-2.4%	1.9%	i	-7.7%	-3.0%	17.1%	16.1%
Cc1ccccc1C(=O)N1CCN(c2ccc(NC(=O)c3ccc4c(c3)OCO4)cc2)CC1	11.8%	3.6%	·	i	17.0%	0.0%	34.8%	?
Cc1nc2c(N=Nc3ccccc3F)c(N)nn2c(N)c1C#N	21.9%	1.4%	10.9%	i	12.9%	?	10.2%	-1.8%
COCCSc1ccccc1C(=O)Nc1ccccc1C(C)C	-8.1%	-1.9%	-4.1%	-18.0%	4.2%	1.2%	-13.1%	-16.4%
CC(C)(c1ccccc1)c1ccc(OCCCNCCO)cc1	4.4%	-3.2%	-15.1%	i	44.8%[activator][38.3 µM]	0.7%	27.2%[46.1 µM]	?
O=C(Nc1cccnc1)c1ccc(NS(=O)(=O)c2cc([N+](=O)[O-])ccc2Cl)cc1	3.1%	·	·	-11.3%	·	-1.3%	10.7%	-7.3%
CN1C(=S)SC(N(O)C(=O)NC2CCCCC2)C1(C)C (stereo unspecified)	13.2%	3.8%	-1.1%	-9.4%	17.2%[38.3 µM]	1.4%	-8.4%[46.1 µM]	1.0%
CC1=NCCN1CCNC(=O)Nc1ccc(F)cc1	-12.5%	·	·	-6.0%	·	1.1%	-17.8%	42.9%[activator]
COC(=O)c1ccc(C(=O)OC)c(NC(=S)N2CCN(c3ccc(F)cc3)CC2)c1	9.2%	-0.5%	-19.6%	-3.5%	4.3%	0.1%	-20.8%	?
CN(C)CCNc1nc2c(c(=O)[nH]c(=O)n2C)n1CCCc1ccccc1	-1.3%	0.5%	5.6%	-10.6%	-2.6%[38.3 µM]	0.8%	6.4%[46.1 µM]	-2.1%
COc1ccc(CCNC(=O)CSCc2ccc([N+](=O)[O-])cc2)cc1OC	3.4%	-7.9%	-5.7%	i	-0.9%	4.8%	-9.9%	2.0%
C=CCn1c(Cc2cccs2)nnc1SCC(=O)c1cccc(Br)c1	5.5%	-2.7%	-11.8%	-2.2%	16.0%[38.3 µM]	-1.8%	-18.3%[46.1 µM]	-6.6%
Cc1c(C(=O)N2CCC(Cc3ccccc3)CC2)cccc1[N+](=O)[O-]	4.4%	-0.5%	·	i	2.0%	1.0%	-5.2%	1.5%
NS(=O)(=O)c1ccc(CCNC(=O)CSc2ccccc2)cc1	-6.8%	-0.4%	-13.5%	i	-5.9%[38.3 µM]	0.8%	-0.1%[46.1 µM]	4.0%
CCC(C)C(NC(=O)OC(C)(C)C)C(=O)NC(Cc1ccccc1)C(=O)OC (stereo unspecified)	-5.1%	-3.1%	9.3%	-1.7%	16.5%[38.3 µM]	-1.0%	-16.1%[46.1 µM]	5.0%

Only part of the results is shown. The share of hits here may be higher or lower than overall.
